Compound activity: PubChem, The Scripps Research Institute Molecular Screening Center
OX1R antag-1: antagonists of human orexin 1 receptor (OX1R); O43613; OX1R-expressing cells, FRET antagonist read-out; inhibition, % at 6.6 µM; hit rate 1.8% among 330,000; AID 485270; in the data active = inhibition mostly above about 38%, no sharp cut-off; inactive = mostly below about 40%;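 also: 0% = agonist challenge alone and 100% = reference antagonist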
Target sequence (O43613 whole entry, looked up): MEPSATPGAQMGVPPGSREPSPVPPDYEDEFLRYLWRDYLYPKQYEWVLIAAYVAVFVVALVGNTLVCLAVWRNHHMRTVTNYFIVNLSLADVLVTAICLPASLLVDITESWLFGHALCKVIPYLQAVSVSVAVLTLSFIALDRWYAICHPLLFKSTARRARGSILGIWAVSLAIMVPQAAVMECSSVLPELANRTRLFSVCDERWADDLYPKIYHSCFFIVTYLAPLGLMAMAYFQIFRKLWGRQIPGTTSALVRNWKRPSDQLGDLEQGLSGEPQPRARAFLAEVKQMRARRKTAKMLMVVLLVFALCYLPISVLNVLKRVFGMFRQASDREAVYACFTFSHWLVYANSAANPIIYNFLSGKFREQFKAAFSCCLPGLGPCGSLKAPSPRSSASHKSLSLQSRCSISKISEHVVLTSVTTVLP
OX1R antag-2: blocks the human orexin 1 receptor; O43613; CHO/OX1R cells, Fluo-8 calcium fluorescence, orexin A; inhibition, % at 5 µM; AID 434989; hit rate 0.43% among 330,000;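 active = inhibition above its plate's threshold, mean inhibition of all tested compounds on the plate plus 3 SD, cut at about 37% in these data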;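 also: 0% = orexin A challenge wells and 100% = SB-334867-A antagonist wells; not every result past the cut was called active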
The depositor's hits bear a star.

Results for COc1ccc2c(c1)OC[C@H]1[C@H]2N2C(=O)c3cc(OC)c(OC)cc3NC(=O)[C@@]2(C)[C@H]1c1ccccc1 ?
OX1R antag-1: 5; OX1R antag-2: -19

What do the screens show for `Cc1ccc2c(c1)[C@H]1[C@H](CO2)[C@H](c2ccccc2)[C@]2(C)C(=O)N(CC3CCCO3)CC(=O)N12` (some centres not stated)?
OX1R antag-1: 8; OX1R antag-2: -28

What do the screens show for `COc1ccc(C(=O)CSc2nnc(-c3cc4ccccc4cc3O)n2Cc2ccco2)cc1`?
OX1R antag-1: 53*; OX1R antag-2: 6

Results for O=C(CC12CC3CC(CC(C3)C1)C2)NCc1ccccc1 ?
OX1R antag-1: 12; OX1R antag-2: 1

What do the screens show for `COc1ccc(COc2cc(-c3cccc(OC)c3)nc3ccc(NC(=O)c4ccc(OC)cc4)cc23)cc1`?
OX1R antag-1: 21; OX1R antag-2: -7

How did CC(C)OCCCNc1nc2c(c(=O)n(Cc3ccccc3F)c(=O)n2C)n1C do in these assays?
OX1R antag-1: 6; OX1R antag-2: -16

How did O=C(CN1CCOCC1)Nc1ccc(-c2nc3ccccc3[nH]2)cc1 do in these assays?
OX1R antag-1: 2; OX1R antag-2: -1

Results for CCN=C1S/C(=C\c2ccc(O)c(OCC)c2)C(=O)N1CC ?
OX1R antag-1: 24; OX1R antag-2: -42

What do the screens show for `CCCC1(C(=O)OCC)NC(c2ccc(N(C)C)cc2)C2C(=O)N(c3ccc(F)cc3)C(=O)C21` (configuration not stated)?
OX1R antag-1: 3; OX1R antag-2: -19

How did O=C(CSc1ccc([N+](=O)[O-])cc1)NCC1CCCCC1 do in these assays?
OX1R antag-1: 25; OX1R antag-2: -10

How did O=C(N/N=C/c1cc2c(cc1Cl)OCO2)c1cccc(Br)c1 do in these assays?
OX1R antag-1: 11; OX1R antag-2: -5

What do the screens show for `Cc1ccc(CSc2nnc([C@@H]3CCCN3C(=O)OC(C)(C)C)o2)cc1`?
OX1R antag-1: 21; OX1R antag-2: -26

What do the screens show for `CCn1nc(C)c(CNC(=O)CC2C(=O)NCCN2CC(C)(C)C)c1C` (configuration not stated)?
OX1R antag-1: 0; OX1R antag-2: -19

How did Cc1nc2ccccc2n1Cc1n[nH]c(=S)n1-c1ccc(Cl)cc1 do in these assays?
OX1R antag-1: 10; OX1R antag-2: -5

Results for Cc1ccc(-n2c(SCC(=O)Nc3ccc4c(c3)OCO4)nnc2-c2ccccn2)cc1 ?
OX1R antag-1: 0; OX1R antag-2: -4

Results for CCn1cc(CN2CCCC(C(=O)Nc3cccc(-c4cc5ccccc5[nH]4)c3)C2)cn1 (configuration not stated) ?
OX1R antag-1: 12; OX1R antag-2: -29

What do the screens show for `O=S(=O)(c1ccc(F)c(F)c1)N1CCN(CCc2ccccc2)CC1`?
OX1R antag-1: 16; OX1R antag-2: -21

How did CCN(Cc1ccccc1)C(=O)CSc1nc(C)cc(=O)[nH]1 do in these assays?
OX1R antag-1: 2; OX1R antag-2: -34

How did Cc1csc(NC(=O)CCCC(=O)c2ccccc2)n1 do in these assays?
OX1R antag-1: 19; OX1R antag-2: -29

Results for CCC(CC)C(=O)NCCN1CCN(C(=O)C(CC)CC)CC1 ?
OX1R antag-1: 24; OX1R antag-2: -10

How did O=C(CCc1c[nH]c2ccccc12)NC(Cc1ccccc1)C(=O)O (configuration not stated) do in these assays?
OX1R antag-1: 2; OX1R antag-2: -17

What do the screens show for `COc1ccc(C)cc1S(=O)(=O)N1CCC2(CC1)OCCN2S(=O)(=O)c1cccs1`?
OX1R antag-1: 2; OX1R antag-2: -16

What do the screens show for `COc1ccc(OC)c(NC(=O)c2cc3ccccc3cc2OC)c1`?
OX1R antag-1: 35; OX1R antag-2: -26

Results for CC(=O)N1CSCC1C(=O)NNS(=O)(=O)c1cccc(C(F)(F)F)c1 (configuration not stated) ?
OX1R antag-1: 5; OX1R antag-2: -4

How did COc1ccc(N2CC(NS(=O)(=O)c3cccs3)CC2=O)cc1 (configuration not stated) do in these assays?
OX1R antag-1: 4; OX1R antag-2: -11

How did Cc1ccccc1CN1CCN(C2CCC2)CC1CCO (configuration not stated) do in these assays?
OX1R antag-1: 6; OX1R antag-2: -32

How did CC(C)(C)c1ccc(-c2conc2N)cc1 do in these assays?
OX1R antag-1: 17; OX1R antag-2: -17

Results for Cc1c(-c2c(C#N)c(N)nc3c2CCCCCC3)cnn1C ?
OX1R antag-1: -2; OX1R antag-2: -10

How did O=C1NCC(CN(c2ccccc2)c2ccccc2)O1 (configuration not stated) do in these assays?
OX1R antag-1: 2; OX1R antag-2: -35

How did CN1CCN(Cc2cccc(Oc3ccc(Cl)cc3)c2)CC1 do in these assays?
OX1R antag-1: 2; OX1R antag-2: -5

How did Cc1nn(Cc2ccc(Cl)cc2)c(C)c1NC(=O)c1ccc([N+](=O)[O-])cc1 do in these assays?
OX1R antag-1: 25; OX1R antag-2: -13

What do the screens show for `CC1(C)OC(=O)C(=CSc2ccc(C(C)(C)C)cc2)C(=O)O1`?
OX1R antag-1: 0; OX1R antag-2: -13

What do the screens show for `CCCOc1ccc(C(=O)NCCO)cc1`?
OX1R antag-1: 4; OX1R antag-2: 4

What do the screens show for `Cn1nnnc1SCC(=O)Nc1ccccc1C(=O)NCc1ccccc1`?
OX1R antag-1: 16; OX1R antag-2: -1

How did CCOC(=O)C1=C(c2ccccc2)OC(N)=C(C#N)C1c1cccnc1 (configuration not stated) do in these assays?
OX1R antag-1: 26; OX1R antag-2: -5

What do the screens show for `COc1ccc(NC(=O)CN(C)C(=O)c2ccc3ccccc3n2)cc1`?
OX1R antag-1: 2; OX1R antag-2: -16

Structural class: the entries above with a cyano group
Results for Cc1c(-c2c(C#N)c(N)nc3c2CCCCCC3)cnn1C ?
OX1R antag-1: -2; OX1R antag-2: -10

How did CCOC(=O)C1=C(c2ccccc2)OC(N)=C(C#N)C1c1cccnc1 (configuration not stated) do in these assays?
OX1R antag-1: 26; OX1R antag-2: -5

Later entries
How did Cc1cc(=O)n2c(sc3ccccc32)c1C#N do in these assays?
OX1R antag-1: 23; OX1R antag-2: 0

Results for O=S(=O)(c1ccc(S(=O)(=O)N2CCCC3(CCCCC3)C2)cc1)N1CCCCC1 ?
OX1R antag-1: 7; OX1R antag-2: -7

How did Cc1nn(C)c(C)c1CNC(=O)/C=C/c1ccccc1F do in these assays?
OX1R antag-1: 9; OX1R antag-2: -6

How did COc1ccc(NC(=O)CSc2ccccc2)cc1S(=O)(=O)N1CCOCC1 do in these assays?
OX1R antag-1: 24; OX1R antag-2: -16

How did C/C(=N\NC(=O)c1ccncc1)C12CC3CC(CC(C3)C1)C2 do in these assays?
OX1R antag-1: 19; OX1R antag-2: 11

Results for COc1ccc(CCN2C(=O)NC(NC(=O)CC(C)C)(C(F)(F)F)C2=O)cc1OC (configuration not stated) ?
OX1R antag-1: 4; OX1R antag-2: -2

Results for OC12CCCCC1C(c1ccc3c(c1)OCO3)N(Cc1ccc(F)cc1)CC2 (configuration not stated) ?
OX1R antag-1: 16; OX1R antag-2: -15

Results for COC(=O)c1sccc1-c1ccc(/C=N/OC(=O)c2cccs2)o1 ?
OX1R antag-1: 28; OX1R antag-2: -10

Results for CN(C)CCCN(C(=O)c1ccc2c(c1)CCCC2)c1nc2ccc(Cl)cc2s1 ?
OX1R antag-1: 16; OX1R antag-2: 9

What do the screens show for `CCOc1ccc(S(=O)(=O)N(CCO)CCO)cc1-c1nc2c(C(C)(C)C)nn(C)c2c(=O)[nH]1`?
OX1R antag-1: 18; OX1R antag-2: -39

How did CCN1CCN(S(=O)(=O)c2ccc(Cl)c(C(=O)Nc3ccc(OC(F)F)cc3)c2)CC1 do in these assays?
OX1R antag-1: 1; OX1R antag-2: -9

Results for O=c1c2ccccc2[nH]c(=S)n1CCN1CCN(Cc2ccccc2)CC1 ?
OX1R antag-1: 8; OX1R antag-2: -8

What do the screens show for `O=C(CN1CCOCC1)NCC12CC3CC(CC(C3)C1)C2`?
OX1R antag-1: 7; OX1R antag-2: 1

What do the screens show for `Cc1cc(NS(=O)(=O)c2ccc(NS(=O)(=O)c3cc(C)c(Cl)cc3Cl)cc2)no1`?
OX1R antag-1: 8; OX1R antag-2: -6

How did Cc1cccn2c(=O)c3cc(S(=O)(=O)c4ccc(Br)cc4)c(=N)n(C4CCCC4)c3nc12 do in these assays?
OX1R antag-1: -1; OX1R antag-2: -11

What do the screens show for `Cc1ccc(NC(=O)CCN2CCN(CCO)CC2)cc1Br`?
OX1R antag-1: 13; OX1R antag-2: 3

What do the screens show for `NS(=O)(=O)c1ccc(NC(=O)COC(=O)c2ccc([N+](=O)[O-])s2)cc1`?
OX1R antag-1: 37; OX1R antag-2: 8

Results for COC(=O)c1sc2nc3c(cc2c1N)COC(C)(C)C3 ?
OX1R antag-1: 16; OX1R antag-2: -7

What do the screens show for `CN(CC(=O)Nc1ccc(F)c(F)c1F)C(=O)c1nn(Cc2ccccc2)c(=O)c2ccccc12`?
OX1R antag-1: 6; OX1R antag-2: -26

How did COC(=O)c1c(NC(=O)CC2SC(N)=NC2=O)sc2c1CCC(C)C2 (configuration not stated) do in these assays?
OX1R antag-1: 7; OX1R antag-2: -24

How did O=C(CSc1nnc(-c2cccs2)n1-c1ccccc1)NCc1ccc2c(c1)OCO2 do in these assays?
OX1R antag-1: 62*; OX1R antag-2: -7

How did CC(=O)c1cccc(NC(=O)NCc2cccnc2)c1 do in these assays?
OX1R antag-1: 2; OX1R antag-2: 3

How did CC(C)(O)[C@H](O)COc1c2occc2cc2ccc(=O)oc12 do in these assays?
OX1R antag-1: 27; OX1R antag-2: -11

Results for Nc1ncnc2nc(SCC(=O)Nc3cccc(C(F)(F)F)c3)[nH]c12 ?
OX1R antag-1: 18; OX1R antag-2: -1

How did Nc1ccc(C(=O)N2CCCC2)cc1CS(=O)(=O)c1ccc(Cl)cc1 do in these assays?
OX1R antag-1: 21; OX1R antag-2: -9

How did O=C(O)c1cc(-c2ccccc2)nc(-c2ccccc2)c1 do in these assays?
OX1R antag-1: 12; OX1R antag-2: 4

What do the screens show for `COc1cc2c(cc1NC(=O)C(C)N1CCN(S(=O)(=O)c3ccc(C)c(C)c3)CC1)oc1ccccc12` (configuration not stated)?
OX1R antag-1: 11; OX1R antag-2: -20

What do the screens show for `Cn1c(SCC(=O)NCc2ccc3c(c2)OCO3)nnc1-c1cc2ccccc2cc1O`?
OX1R antag-1: 15; OX1R antag-2: -20

How did COc1ccc2c(c1)CCCC21NC(=O)NC1=O (configuration not stated) do in these assays?
OX1R antag-1: -4; OX1R antag-2: -3

How did O=C1CC[C@@H](CN(Cc2ccccn2)Cc2nc(-c3ccc(C(F)(F)F)cc3)no2)N1 do in these assays?
OX1R antag-1: 15; OX1R antag-2: -14

How did O=C(NN=C1CCCC1)c1cc(O)cc(O)c1 do in these assays?
OX1R antag-1: -6; OX1R antag-2: -1

What do the screens show for `Cc1cc(C)c(C)c(S(=O)(=O)N2CCN(C(=O)C3CCC3)CC2)c1C`?
OX1R antag-1: 13; OX1R antag-2: -28

How did CNS(=O)(=O)c1cccc(C(=O)OCC(=O)c2cc(C)n(CC3CCCO3)c2C)c1 (configuration not stated) do in these assays?
OX1R antag-1: 5; OX1R antag-2: -19

How did CNC(=S)N(CCc1c(C)[nH]c2ccc(F)cc12)Cc1ccco1 do in these assays?
OX1R antag-1: 10; OX1R antag-2: -6

What do the screens show for `COCCNC(=S)N(CCc1c(C)[nH]c2ccc(F)cc12)Cc1ccco1`?
OX1R antag-1: 9; OX1R antag-2: -13

Results for Cc1ccc(C(=O)Nc2ccccc2Oc2ccccc2)o1 ?
OX1R antag-1: -1; OX1R antag-2: -7

Quoted at random: 3 entries already listed.
Results for Cc1ccc(C(=O)Nc2ccccc2Oc2ccccc2)o1 ?
OX1R antag-1: -1; OX1R antag-2: -7

What do the screens show for `COCCNC(=S)N(CCc1c(C)[nH]c2ccc(F)cc12)Cc1ccco1`?
OX1R antag-1: 9; OX1R antag-2: -13

What do the screens show for `CC1(C)OC(=O)C(=CSc2ccc(C(C)(C)C)cc2)C(=O)O1`?
OX1R antag-1: 0; OX1R antag-2: -13

2 neighbouring entries already listed, quoted:
How did O=C(O)c1cc(-c2ccccc2)nc(-c2ccccc2)c1 do in these assays?
OX1R antag-1: 12; OX1R antag-2: 4

What do the screens show for `COc1cc2c(cc1NC(=O)C(C)N1CCN(S(=O)(=O)c3ccc(C)c(C)c3)CC1)oc1ccccc12` (configuration not stated)?
OX1R antag-1: 11; OX1R antag-2: -20

(cont.)
Results for COc1ccccc1-c1nnc(Nc2nc3c(OC)cccc3s2)o1 ?
OX1R antag-1: 32; OX1R antag-2: 20

What do the screens show for `CCOC(=O)N1CCN(C(=O)COc2ccccc2[N+](=O)[O-])CC1`?
OX1R antag-1: 12; OX1R antag-2: -14

How did CCN(CC)c1ccc(/C=N/N2CCOCC2)cc1 do in these assays?
OX1R antag-1: 12; OX1R antag-2: -14

What do the screens show for `O=C(Nc1nccs1)C(NS(=O)(=O)c1ccc(Br)s1)c1ccccc1` (configuration not stated)?
OX1R antag-1: 23; OX1R antag-2: -27

What do the screens show for `COC(=O)c1ccc(-n2c(C)cc(C(=O)CSc3cccc[n+]3[O-])c2C)cc1`?
OX1R antag-1: 26; OX1R antag-2: 1

How did COc1ccc(-c2nnc(SCc3cccc(C#N)c3)o2)cc1 do in these assays?
OX1R antag-1: 26; OX1R antag-2: -1

How did CC(C)Cn1c([N+](=O)[O-])nc2c1c(=O)[nH]c(=O)n2C do in these assays?
OX1R antag-1: 46; OX1R antag-2: 14

Results for COc1ccccc1CNS(=O)(=O)CCNC(=O)c1ccccc1 ?
OX1R antag-1: 12; OX1R antag-2: -16

Results for C=C(C)CN(CC)C(=O)CN1C(=O)NC2(CCc3ccccc32)C1=O (configuration not stated) ?
OX1R antag-1: 8; OX1R antag-2: -8

What do the screens show for `COCCNC(=O)c1ccc(NS(=O)(=O)c2cc(C)ccc2C)cc1`?
OX1R antag-1: 2; OX1R antag-2: 2
